High-throughput results: PubChem, Broad Institute
ARNT TACC3 PPI – disrupts binding between human ARNT and TACC3; Q9Y6A5; AlphaScreen His-ARNT PAS-B/GST-TACC3 binding, luminescence; TACC3 fragment carries E629A point mutation; inhibition, % at 9.99 µM; 0.66% of 390,000 active; AID 623870;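 active = mean inhibition of replicates at least 50% and at least half of replicates each reaching 50%; inconclusive = half or more replicates reach 50% but mean below 50%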;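 note: 0% = complete ARNT plus TACC3 wells and 100% = ARNT alone without TACC3; many hits fall short of the cut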
PAX8 inh HTS – PAX8 transcriptional activity inhibition; RMG-I TPO-luciferase reporter, SteadyGlo, 24 h; inhibition, % at 12.6 µM; 1.2% of 360,000 active;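 active = mean replicate inhibition at least 60% with every replicate also reaching 60%; inconclusive = only one of the two criteria is met; inactive = mean below 60% and not all replicates reaching 60%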;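 note: luciferase light reporting Pax8 driven TPO promoter activity; plate controls were median of neutral control wells for no effect and mitoxantrone controls for full effect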
GSIS activator – GLuc luminescence reporter in INS-1E cells, primary screen for activators of glucose-dependent secretion of insulin. INS-1E GLuc reporter insulin secretion, 2-3 h. activation, % at 16.6 µM. 0.61% of 370,000 active. AID 743287;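 active = lowest replicate activation of at least 40%, so every replicate reaches that level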;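 note: 0% = median of neutral control wells and 100% = median of IBMX positive control wells; some compounds called inactive have numbers as strong as hits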
ERp5 inh – blocks human ERp5 reductase activity on insulin; Q15084; ERp5 insulin aggregation, absorbance 650 nm, 90 min; inhibition, % at 9.99 µM; 0.05% of 350,000 active;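 active = mean replicate inhibition above about 25%, with every replicate also reaching it, limit read from the data, passing the limit was not always enough; inconclusive = only one of those two criteria met; inactive = neither criterion met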
Target sequence (Q15084 whole entry, looked up): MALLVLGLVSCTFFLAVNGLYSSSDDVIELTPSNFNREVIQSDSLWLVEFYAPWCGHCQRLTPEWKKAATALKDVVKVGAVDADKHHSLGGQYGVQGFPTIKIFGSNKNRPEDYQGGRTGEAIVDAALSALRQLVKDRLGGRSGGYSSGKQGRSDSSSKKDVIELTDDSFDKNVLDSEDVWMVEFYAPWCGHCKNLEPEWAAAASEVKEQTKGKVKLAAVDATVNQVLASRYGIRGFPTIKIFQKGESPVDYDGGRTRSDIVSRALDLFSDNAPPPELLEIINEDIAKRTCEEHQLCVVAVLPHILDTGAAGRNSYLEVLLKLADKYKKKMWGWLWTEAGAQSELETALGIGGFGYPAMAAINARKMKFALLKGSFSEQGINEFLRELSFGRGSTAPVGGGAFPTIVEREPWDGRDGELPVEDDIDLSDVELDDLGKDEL
CFTR F508del cor – CFTR F508del correction in bronchial cells. CFBE cells, YFP halide quenching; stimulated with forskolin plus potentiator P3; % fluorescence drop versus neutral controls. activity (quench increase), % at 7.58 µM. 0.36% of 350,000 active. AID 720511;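 active = mean added fluorescence quench of at least 8% versus neutral control, with both replicates also reaching 8%; inconclusive = only one of the mean or replicate conditions met; inactive = mean below 8% and not both replicates reaching 8%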;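 note: cells transiently co-express mutant CFTR-F508del with the halide-sensitive YFP; corrector assay measuring rescue of mutant channel to the surface after 24 h compound exposure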
EWS-Fli block – inhibitors of EWS/Fli oncoprotein transcriptional activity; A673 NR0B1-luciferase reporter, viability-normalised; inhibition, % at 12.6 µM; 0.67% of 350,000 active;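 active = mean inhibition of at least 50% after viability correction, with every replicate also passing that limit; inconclusive = mean reaches 50% but only one of two replicates passes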;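 note: firefly luciferase signal divided by Alamar Blue viability fluorescence both relative to DMSO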
DENV2 CPE rescue – inhibitors of DENV2 cytopathic effect. DENV2-infected cells, cytopathic effect rescue, plate reader. CPE inhibition, % at 9.99 µM. 1.7% of 350,000 active. AID 651640; in the data active = CPE inhibition above about 20%, passing the limit was not always enough; inconclusive = no clear call, values can overlap the other calls; tested in BHK-21 cells;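 note: 0% = median of neutral control wells and 100% = median of positive control wells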
Xi reactivation – activators of X-chromosome reactivation in mouse fibroblasts | XiGFP mouse fibroblasts, % GFP-positive cells imaging, 3 d; cells co-treated with 5-aza-dC sensitizer; scaled so ellipticine positive control = 100% | activation, % at 7.58 µM | 0.055% of 360,000 active | AID 743238;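 active = mean normalized replicate activation at least 10% and every replicate at or above 10%; inconclusive = only one of the two criteria met; inactive = mean below 10% and not all replicates reach 10%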;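 note: 0% = median of on-plate neutral control wells and 100% = ellipticine 6 µM median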
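Schedule: 3 d treatment, 15 min room-temperature fixation; system: 68-5-11 XiGFP fibroblast line; buffer or medium: DMEM plus 5-aza-dC sensitizer; control set: ellipticine 6 µM positive control; compound: one concentration, pinned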
Active calls of the source: *; ? = inconclusive; nt = no result given; & = joins results of further samples; ! = a repeat was not active.

SMILES	ARNT TACC3 PPI	PAX8 inh HTS	GSIS activator	ERp5 inh	CFTR F508del cor	EWS-Fli block	DENV2 CPE rescue	Xi reactivation
C[C@H](CCC(=O)O)[C@H]1CC[C@H]2[C@@H]3[C@@H](O)C[C@@H]4C[C@H](O)CC[C@]4(C)[C@H]3CC[C@]12C	-7.4	-5.0	21.2	-2.1	2.1	1.3	3.3	0.0
CC(=O)NCCCCCC(=O)O	nt	8.9	nt	-7.1	5.1	-7.8	1.9	-0.1
NC(=O)NC(CCC(=O)O)C(=O)O (configuration not stated)	-0.6	nt	-0.2	2.8	-0.9	-6.3	9.1	nt
C/C=C/C=N\NC(=O)c1ccncc1	5.4	16.3	8.9	2.6	-4.8	-8.1	-5.1	-0.1
COc1nc(C)nc(Cl)c1NC1=NCCN1	-0.5&36.6	3.0&-14.4	nt	3.7&-3.9	0.0&0.8	-6.4&-3.4	?	0.1&0.0
CN(C)CCCN1c2ccccc2Sc2ccccc21	-1.3	8.4	nt	0.7	11.5*	5.1	?	0.0
Nc1cc(-c2ccncc2)c[nH]c1=O	33.6	-11.3	nt	8.9	-3.2	-6.0	-0.9	0.0
C[C@H]1c2cccc(O)c2C(=O)C2C(=O)C3(O)C(=O)C(C(N)=O)C(=O)[C@@H](N(C)C)[C@@H]3[C@@H](O)[C@@H]21 (some centres not stated)	33.9	21.2	nt	-1.2	0.7	-3.0	-2.1	-0.1
Cc1coc2c1C(=O)C(=O)c1c-2ccc2c1CCCC2(C)C	1.8	nt	nt	-0.5	3.1	-22.8	?	nt
Cc1cc(C)nc(/N=C(\N)Nc2ccc(S(N)(=O)=O)cc2)n1	2.0	4.7	35.2	1.8	2.7	-2.3	0.7	0.0
CC1(C)O[C@H]2CC(=O)OCC23[C@H]2CC[C@@]4(C)[C@H](c5ccoc5)OC(=O)[C@H]5O[C@]54[C@]2(C)C(=O)C[C@@H]13 (some centres not stated)	21.0	nt	nt	-1.9	0.6	-2.5	-5.0	nt
COc1cncc(C#Cc2ccccn2)c1	nt	-189.2	-2.0	-6.8	0.2	-82.4	0.7	0.2
CC1=NN(c2ccccc2)C(=O)C1	16.2	12.0	nt	3.8	1.1	-5.1	1.6	0.0
CC(=O)N1C[C@H](O)C[C@H]1C(=O)O	-4.1	9.1	nt	0.8	7.7	-4.7	-5.3	-0.3
O=C(O)COC(=O)Cc1ccccc1Nc1c(Cl)cccc1Cl	-3.8	-4.7	nt	0.1	16.5*	3.4	6.7	0.1
CCCCCCCCO	nt	nt	7.6	2.3	1.1	4.3	6.5	nt
CC(C)Cn1cnc2c1c(=O)n(C)c(=O)n2C	-3.1	0.1	-0.4	1.0	-2.6	10.1	9.1	0.0
Cc1nnc(NS(=O)(=O)c2ccc(N)cc2)s1	-3.7	2.3	-10.2	-3.7	-5.7	-13.2	-3.0	0.1
O=c1cc[nH]c(=O)[nH]1	0.2	-1.7	7.4	-9.9	0.3	4.3	2.9	0.0
CC(C)=CC(=O)O[C@@H]1Cc2cc3ccc(=O)oc3cc2OC1(C)C	6.5	-1.5	-19.9	4.2	-0.5	9.4	nt	0.1
NS(=O)(=O)c1cc2c(cc1C(F)(F)F)NC(Cc1ccccc1)NS2(=O)=O (configuration not stated)	32.5	-6.7	nt	4.9	4.2	-8.4	-1.7	-0.3
Cc1nc2c3ccccc3nc(NNC(=O)CCC(=O)N3CCN(c4ccccc4)CC3)n2n1	5.5	-1.3	2.2	4.7	-2.1	nt	0.4	0.0
c1ccc2c(CC3=NCCN3)cccc2c1	30.5	-11.3	nt	0.2	-0.7	-8.1	-1.4	0.0
Nc1ccc(C(=O)Nc2ccccc2N)cc1	-1.4	-12.3	14.8	-1.3	-4.3	21.6	4.0	0.0
CC1(C)OC2CC3C4CC(F)C5=CC(=O)C=CC5(C)C4(F)C(O)CC3(C)C2(C(=O)CO)O1 (configuration not stated)	-3.0	-11.5	-15.9	0.5	2.6	-7.9	-6.0	0.5

Quoted at random: 2 compounds from above, in no set order.
SMILES	ARNT TACC3 PPI	PAX8 inh HTS	GSIS activator	ERp5 inh	CFTR F508del cor	EWS-Fli block	DENV2 CPE rescue	Xi reactivation
Cc1coc2c1C(=O)C(=O)c1c-2ccc2c1CCCC2(C)C	1.8	nt	nt	-0.5	3.1	-22.8	?	nt
C[C@H]1c2cccc(O)c2C(=O)C2C(=O)C3(O)C(=O)C(C(N)=O)C(=O)[C@@H](N(C)C)[C@@H]3[C@@H](O)[C@@H]21 (some centres not stated)	33.9	21.2	nt	-1.2	0.7	-3.0	-2.1	-0.1

(more compounds)
SMILES	ARNT TACC3 PPI	PAX8 inh HTS	GSIS activator	ERp5 inh	CFTR F508del cor	EWS-Fli block	DENV2 CPE rescue	Xi reactivation
COc1c(O)cc2c(c1O)C1OC(CO)C(O)C(O)C1OC2=O (configuration not stated)	-10.7	-15.4	nt	5.4	0.5	-5.4	11.1	0.0
Cc1onc(-c2ccccc2Cl)c1C(=O)N[C@@H]1C(=O)N2[C@@H]1SC(C)(C)[C@@H]2C(=O)O	2.6&-2.6	-1.9&-7.1	-14.5	0.8&-1.7	-0.4&-1.6	1.2&-2.1	?	-0.1&0.2
C=C1c2cccc(O)c2C(=O)C2C(=O)[C@]3(O)C(=O)C(C(N)=O)C(=O)[C@@H](N(C)C)[C@@H]3[C@@H](O)[C@H]12 (some centres not stated)	54.3*	11.0	nt	0.6	-2.3	-7.8	-5.7	-0.1
CC(=O)O[C@]1(C(C)=O)CC[C@H]2[C@@H]3C=C(Cl)C4=CC(=O)[C@@H]5C[C@@H]5[C@]4(C)[C@H]3CC[C@@]21C	-2.9	12.1	-15.2&-8.3	1.9&-3.8	-0.2&4.8	5.3&3.3	5.2&-5.4	0.2
CN(C)C/C=C(/c1ccc(Br)cc1)c1cccnc1	1.7	6.5	nt	?	-2.0	0.6	-7.7	0.0
CC1=C(C(=O)O)N2C(=O)[C@@H](NC(=O)[C@H](N)c3ccc(O)cc3)[C@H]2SC1	-4.5	3.3	-0.6	-2.6	5.3	2.5	9.8	-0.1
O=C1NCC2(CCN(CCc3ccccc3)CC2)O1	0.6	-0.1	nt	-4.6	-4.2	-4.4	-6.9	0.0
O=C(Cn1ccnc1[N+](=O)[O-])NCCO	nt	-4.8	nt	5.5	-0.5	-10.7	0.4	0.0
COc1ccc(CN(CCN(C)C)c2ccccn2)cc1	-1.7&1.4&31.0	82.8*!	-0.4&3.8	5.9&-0.8&2.4	1.5&1.5&4.7	1.1&-1.7&-3.7	7.3&-6.9&8.1	0.2&0.0&0.0
N=C(N=C(N)N)N1CCOCC1	-4.8	6.0	nt	-1.3	-2.9	1.3	?	0.2
CCC[C@H](N[C@@H](C)C(=O)N1[C@H](C(=O)O)C[C@@H]2CCCC[C@@H]21)C(=O)OCC	-2.4	-13.5	nt	0.9	-2.3	-8.5	-3.5	0.0
O=C1N(c2ccccc2)c2ccccc2C1(Cc1ccncc1)Cc1ccncc1	-2.5	5.0	nt	3.8	-0.6	8.8	-1.0	0.1
CCCn1ncc(CN2CCCC(C(=O)c3cccc(OC(C)C)c3)C2)c1C (configuration not stated)	-2.3	19.6	-11.9	1.5	0.8	5.8	-5.5	-0.3
O=C(O)[C@@H]1[C@H]2C[C@H]3c4[nH]c5ccccc5c4CCN3C[C@@H]2CC[C@@H]1O	13.4	13.7	nt	6.1	1.7	-1.9	8.5	-0.1
COc1cc2nc(N3CCN(C(=O)C4COc5ccccc5O4)CC3)nc(N)c2cc1OC (configuration not stated)	13.6	-9.4	nt	7.0	-0.4	-1.8	-1.5	0.2
CCOC(=O)C1(CCOc2ccccc2)CCN(Cc2ccc(O)c(Cl)c2)CC1	4.5	30.9	-39.0	-0.1	-5.2	21.7	18.7	0.1
C[C@]12CC[C@H]3[C@@H](CCC4=CC(=O)CC[C@@]43C)[C@@H]1CC[C@@H]2C(=O)CO	-2.6	20.4	nt	-7.0	3.5	31.4	-9.5	-0.1
CC(=O)[C@H]1CC[C@H]2[C@@H]3C[C@H](C)C4=CC(=O)CC[C@]4(C)[C@H]3[C@@H](O)C[C@]12C	-2.2	-2.3	nt	6.1	0.9	8.6	-3.2	0.1
CCCOc1ccccc1-c1nc2n[nH]nc2c(=O)[nH]1	-1.8	11.2	-22.7	-1.5	-0.4	-6.8	-3.5	-0.1
COc1ccccc1OCC(O)COC(N)=O (configuration not stated)	25.1	-20.2	12.7	-0.6	3.2	0.3	11.2	-0.1

As a working copy, some entries already given.
SMILES	ARNT TACC3 PPI	PAX8 inh HTS	GSIS activator	ERp5 inh	CFTR F508del cor	EWS-Fli block	DENV2 CPE rescue	Xi reactivation
O=C(Cn1ccnc1[N+](=O)[O-])NCCO	nt	-4.8	nt	5.5	-0.5	-10.7	0.4	0.0
COc1ccc(CN(CCN(C)C)c2ccccn2)cc1	-1.7&1.4&31.0	82.8*!	-0.4&3.8	5.9&-0.8&2.4	1.5&1.5&4.7	1.1&-1.7&-3.7	7.3&-6.9&8.1	0.2&0.0&0.0
N=C(N=C(N)N)N1CCOCC1	-4.8	6.0	nt	-1.3	-2.9	1.3	?	0.2
CCC[C@H](N[C@@H](C)C(=O)N1[C@H](C(=O)O)C[C@@H]2CCCC[C@@H]21)C(=O)OCC	-2.4	-13.5	nt	0.9	-2.3	-8.5	-3.5	0.0
O=C1N(c2ccccc2)c2ccccc2C1(Cc1ccncc1)Cc1ccncc1	-2.5	5.0	nt	3.8	-0.6	8.8	-1.0	0.1
CCCn1ncc(CN2CCCC(C(=O)c3cccc(OC(C)C)c3)C2)c1C (configuration not stated)	-2.3	19.6	-11.9	1.5	0.8	5.8	-5.5	-0.3
O=C(O)[C@@H]1[C@H]2C[C@H]3c4[nH]c5ccccc5c4CCN3C[C@@H]2CC[C@@H]1O	13.4	13.7	nt	6.1	1.7	-1.9	8.5	-0.1
COc1cc2nc(N3CCN(C(=O)C4COc5ccccc5O4)CC3)nc(N)c2cc1OC (configuration not stated)	13.6	-9.4	nt	7.0	-0.4	-1.8	-1.5	0.2
CCOC(=O)C1(CCOc2ccccc2)CCN(Cc2ccc(O)c(Cl)c2)CC1	4.5	30.9	-39.0	-0.1	-5.2	21.7	18.7	0.1
C[C@]12CC[C@H]3[C@@H](CCC4=CC(=O)CC[C@@]43C)[C@@H]1CC[C@@H]2C(=O)CO	-2.6	20.4	nt	-7.0	3.5	31.4	-9.5	-0.1
CC(=O)[C@H]1CC[C@H]2[C@@H]3C[C@H](C)C4=CC(=O)CC[C@]4(C)[C@H]3[C@@H](O)C[C@]12C	-2.2	-2.3	nt	6.1	0.9	8.6	-3.2	0.1
CCCOc1ccccc1-c1nc2n[nH]nc2c(=O)[nH]1	-1.8	11.2	-22.7	-1.5	-0.4	-6.8	-3.5	-0.1
COc1ccccc1OCC(O)COC(N)=O (configuration not stated)	25.1	-20.2	12.7	-0.6	3.2	0.3	11.2	-0.1

An excerpt (hit frequency here may not be typical).
